XIAP antagonists = small molecules displacing peptide from XIAP – biochemical, IAP family, fluorescence polarization (AID 1018); XIAP BIR domain, fluorescence polarization peptide displacement; higher % means a stronger effect; one-dose displacement, % at 20 µM; IC50 in µM for titrated hits; 200,000 tested, 0.007% active; in the data active means displacement above about 50%; further: a part of the inactive calls stands beside numbers as strong as those of hits
LYP inhibition = PTPN22 lymphoid phosphatase activity blockers – biochemical, fluorescence intensity, uHTS (AID 1779). recombinant LYP phosphatase, fluorescence intensity; higher % means a stronger effect. inhibition, % at 11.5 µM, or IC50 in µM where a hit was titrated. 290,000 tested, 0.054% active; in the data active means inhibition above about 50%;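 further: plate controls were vehicle with enzyme for no effect and no enzyme for full effect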
Rac1 GTP hydrolysis = MgcRacGAP GTPase-activating activity inhibitors, confirmation, biochemical, ADP Hunter fluorescence; MgcRacGAP-stimulated Rac1 GTP hydrolysis, ADP Hunter fluorescence; higher % means a stronger effect; GST-tagged Rac1 F28L mutant substrate; 340,000 tested, 0.6% active; one-dose inhibition, % at 30 µM; IC50 in µM for titrated hits;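 active means first-screen hits whose inhibition reached a set limit at any dose in the follow-up dose series; inconclusive means inhibition above the set first-screen limit but never retested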;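 further: fluorescence reports GDP produced by GAP-driven GTP hydrolysis; strong numbers were not always called active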
Siah-1 displacement = Siah-1 peptide-binding antagonists, primary screen, biochemical, fluorescence polarization, rhodamine-plectin, uHTS (AID 1817). Siah-1 / rhodamine-plectin peptide fluorescence polarization; higher % means a stronger effect. one-dose displacement, % at 20 µM; IC50 in µM for titrated hits. 290,000 tested, 0.02% active;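 active means displacement of at least 50% at 20 µM, with a fluorescence ratio check between 0.3 and a set limit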;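 further: plate controls were Siah plus tracer with DMSO for no effect and tracer alone without Siah for full effect; strong numbers were not always called active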
HIV fusion peptide = inhibitors of HIV fusion peptide binding, primary screen, biochemical, uHTS, fluorescence dequenching (AID 1986). cell-free peptide binding, fluorescence dequenching, 30 min; higher % means a stronger effect. 290,000 tested, 0.3% active. one-dose inhibition, % at 20 µM; IC50 in µM for titrated hits; in the data active means inhibition mostly above about 52%, no sharp cut-off; inactive means mostly below about 76%; further: some results filed as inactive read as strong as hits
SV40 large T antigen = SV40 large T antigen inhibitors, biochemical (AID 1903); SV40 large T antigen ATPase/helicase inhibition assay; higher % means a stronger effect; inhibition, % at 20 µM; hits with a dose series show IC50 in µM; 310,000 tested, 0.39% active; in the data active means a potency from the dose series; inconclusive means inhibition mostly from about 32% at the one dose, without a potency; inactive means the rest, 99 in 100 with inhibition below about 32%; further: strong numbers were not always called active
RSV antiviral HEp-2 = inhibition of RSV-induced cytopathic effect – HEp-2 cells, primary 10 µM value included (AID 2391). HEp-2 cells, RSV-induced CPE inhibition; higher % means a stronger effect. CPE inhibition, % at 10 µM, or IC50 in µM where a hit was titrated. 310,000 tested, 0.13% active; in the data active means a potency from the dose series; inconclusive means CPE inhibition mostly from about 23% at the one dose, without a potency; inactive means the rest, 99 in 100 with CPE inhibition below about 21%; further: strong numbers were not always called active
AID2073 = inhibitors of Mint1-CaV2.2 protein interaction, biochemical, HTRF (AID 2073); 290,000 tested, 0.19% active; inhibition, % at 20 µM; hits with a dose series show IC50 in µM; HTRF protein-protein interaction, Mint1-CaV2.2; higher % means a stronger effect; in the data active means inhibition mostly above about 51%, no sharp cut-off; inconclusive means no clear call, values can overlap the other calls; inactive means mostly below about 53%; further: some results filed as inactive read as strong as hits
NS5 inhibitors = flavivirus cap methylation enzyme inhibition – biochemical, confirmation dose response, primary screen (AID 588689); 340,000 tested, 0.3% active; inhibition, % at 25 µM; hits with a dose series show IC50 in µM; Dengue-2 NS5 methyltransferase capping enzyme assay, biochemical; higher % means a stronger effect; in the data active means a potency from the dose series; inconclusive means inhibition above about 29% without an active follow-up result
Starred values were filed as active, the others as inactive.

For O=C(Cn1nc(-c2ccccc2)ccc1=O)NCC1COCCO1 (stereo not drawn) the results were XIAP antagonists 0.5%, LYP inhibition -3%, Rac1 GTP hydrolysis 8%, Siah-1 displacement 7%, HIV fusion peptide -0.9%, SV40 large T antigen 0%, RSV antiviral HEp-2 0.3%, AID2073 17% and NS5 inhibitors -5%.
For CCN(C(=O)COC(=O)c1ccccc1Cc1ccccc1)C1CCS(=O)(=O)C1 (stereo not drawn) the results were Rac1 GTP hydrolysis 2%, SV40 large T antigen 16%, RSV antiviral HEp-2 -1.2% and NS5 inhibitors 6%.
For O=C(CC1C(=O)NCCN1CC1CCCCC1)NCc1ccc(Cl)cc1 (stereo not drawn) the results were XIAP antagonists -0.6%, LYP inhibition -3%, Rac1 GTP hydrolysis 3%, Siah-1 displacement -1%, HIV fusion peptide -0.8%, SV40 large T antigen 5%, RSV antiviral HEp-2 3.3% and AID2073 -6%.
`NC(=O)c1cc([N+](=O)[O-])ccc1NCc1ccccn1` gave Rac1 GTP hydrolysis 10%, SV40 large T antigen 9%, RSV antiviral HEp-2 2.0% and NS5 inhibitors 1%.
CCOC(=O)N/N=C/c1c(C)nn(-c2cccc(C(F)(F)F)c2)c1Cl was read as XIAP antagonists -10%, LYP inhibition -5%, Rac1 GTP hydrolysis -3%, Siah-1 displacement -4%, HIV fusion peptide -1.3%, SV40 large T antigen 2%, RSV antiviral HEp-2 1.0%, AID2073 -7% and NS5 inhibitors 1%.
`Fc1cccc(NCc2cn3ccccc3n2)c1` gave XIAP antagonists -2.1%, LYP inhibition -3%, Rac1 GTP hydrolysis 3%, Siah-1 displacement -5%, HIV fusion peptide -0.8%, SV40 large T antigen 6%, RSV antiviral HEp-2 2.7%, AID2073 0% and NS5 inhibitors -13%.
NCC(=O)N1CCC(C(=O)N[C@@H](Cc2c[nH]c3ccccc23)C(=O)O)CC1 was read as LYP inhibition -1%, Rac1 GTP hydrolysis 1%, Siah-1 displacement 1%, HIV fusion peptide 0.3%, SV40 large T antigen 7%, RSV antiviral HEp-2 1.1%, AID2073 23% and NS5 inhibitors -3%.
Screening CC1CCCCN1S(=O)(=O)c1ccc(C(=O)Nc2nnc(-c3ccco3)o2)cc1 (stereo not drawn) returned LYP inhibition -5%, Rac1 GTP hydrolysis 11%, Siah-1 displacement -2%, HIV fusion peptide 8.0%, SV40 large T antigen 17%, RSV antiviral HEp-2 3.0%, AID2073 8% and NS5 inhibitors 5%.
`COc1ccc(/C=N/N(C(C)=O)c2nc(-c3ccc(C)cc3)cs2)cc1` gave XIAP antagonists -4.8%, LYP inhibition -9%, Rac1 GTP hydrolysis 7%, Siah-1 displacement -2%, HIV fusion peptide -3.2%, SV40 large T antigen 16%, RSV antiviral HEp-2 0.9%, AID2073 3% and NS5 inhibitors 2%.
COc1cccc(CNC(=O)N2CCN(c3ccccc3Cl)CC2)c1 was read as LYP inhibition -7%, Rac1 GTP hydrolysis 6%, Siah-1 displacement 7%, HIV fusion peptide -2.0%, SV40 large T antigen 8%, RSV antiviral HEp-2 1.5%, AID2073 8% and NS5 inhibitors -6%.
Screening O=C(NC1CCCC1)c1ccc(CS(=O)(=O)c2ccc(Cl)cc2)o1 returned LYP inhibition -8%, Rac1 GTP hydrolysis 8%, Siah-1 displacement 2%, HIV fusion peptide -0.5%, SV40 large T antigen 7%, RSV antiviral HEp-2 0.9%, AID2073 12% and NS5 inhibitors -10%.
`Nc1nc(N2CCN(C/C=C/c3ccccc3)CC2)nc2ccccc12` gave XIAP antagonists -1.3%, LYP inhibition -8%, Rac1 GTP hydrolysis 10%, Siah-1 displacement -3%, HIV fusion peptide -1.7%, SV40 large T antigen 26%, RSV antiviral HEp-2 -0.9%, AID2073 6% and NS5 inhibitors 1%.
CCOc1cc(C)c(C(C)C)cc1S(=O)(=O)N1CC(C)OC(C)C1 (stereo not drawn) was read as XIAP antagonists -4.6%, LYP inhibition 6%, Rac1 GTP hydrolysis 8%, Siah-1 displacement -2%, HIV fusion peptide 1.5%, SV40 large T antigen 13%, RSV antiviral HEp-2 3.4%, AID2073 -8% and NS5 inhibitors 1%.
Screening COc1ccccc1NC(=O)c1sc(Cl)nc1C returned LYP inhibition -11%, Rac1 GTP hydrolysis 12%, Siah-1 displacement 1%, HIV fusion peptide -2.5%, SV40 large T antigen 11%, RSV antiviral HEp-2 -0.4%, AID2073 8% and NS5 inhibitors 0%.
For COc1ccc(NC(=O)CCN2CCCC2)c(OC)c1 the results were XIAP antagonists -6.3%, LYP inhibition -1%, Rac1 GTP hydrolysis 0%, Siah-1 displacement 2%, HIV fusion peptide 0.9%, SV40 large T antigen 1%, RSV antiviral HEp-2 0.8%, AID2073 -10% and NS5 inhibitors -7%.
For O=C(Nc1ccon1)c1ccc(S(=O)(=O)N2CCOCC2)cc1 the results were XIAP antagonists 0.5%, LYP inhibition -9%, Rac1 GTP hydrolysis -1%, Siah-1 displacement -5%, HIV fusion peptide -0.9%, SV40 large T antigen 3%, RSV antiviral HEp-2 0.9%, AID2073 10% and NS5 inhibitors -6%.
Screening COc1ccc(-c2noc(CCC(=O)Nc3cccc(C)c3)n2)cc1 returned XIAP antagonists -3.8%, LYP inhibition -1%, Rac1 GTP hydrolysis 8%, Siah-1 displacement -8%, HIV fusion peptide -0.5%, SV40 large T antigen 23%, RSV antiviral HEp-2 14%, AID2073 3% and NS5 inhibitors 4%.
Screening CC(=O)c1ccc(NC(=O)c2ccc(CNc3c(N4CCOCC4)c(=O)c3=O)cc2)cc1 returned LYP inhibition -4%, Rac1 GTP hydrolysis 6%, Siah-1 displacement -2%, HIV fusion peptide -1.6%, SV40 large T antigen 11%, RSV antiviral HEp-2 0.6%, AID2073 7% and NS5 inhibitors -10%.
`COc1ccc(N(C)C(=O)c2cc3c(s2)-c2ccc(Cl)cc2S(=O)(=O)C3)c(OC)c1` gave LYP inhibition 2%, Rac1 GTP hydrolysis 9%, Siah-1 displacement -4%, HIV fusion peptide -0.3%, SV40 large T antigen 8%, RSV antiviral HEp-2 inconclusive, AID2073 14% and NS5 inhibitors 3%.
CC(=O)Oc1ccc(N2C(=O)C3C4C=CC(CC4)C3C2=O)cc1[N+](=O)[O-] (stereo not drawn) was read as XIAP antagonists -11%, LYP inhibition -12%, Rac1 GTP hydrolysis 6%, Siah-1 displacement -3%, HIV fusion peptide -1.4%, SV40 large T antigen -2%, RSV antiviral HEp-2 0.4%, AID2073 0% and NS5 inhibitors 2%.
Screening O=c1c2cc(NC(=S)N3CCCCCC3)ccc2nc2n1CCCCC2 returned XIAP antagonists -1.9%, LYP inhibition -4%, Rac1 GTP hydrolysis -4%, Siah-1 displacement 2%, HIV fusion peptide -1.2%, SV40 large T antigen 13%, RSV antiviral HEp-2 4.4%, AID2073 -10% and NS5 inhibitors -2%.
For COC(=O)c1c(-c2cc(C)ccc2C)csc1NC(=O)C1CC=CCC1C(=O)O (stereo not drawn) the results were XIAP antagonists -2.5%, LYP inhibition 0%, Rac1 GTP hydrolysis 5%, Siah-1 displacement 8%, HIV fusion peptide 7.3%, SV40 large T antigen 10%, RSV antiviral HEp-2 3.9%, AID2073 44% and NS5 inhibitors 8%.
c1csc(C(c2nnnn2C2CCCC2)N2CCCC3(CCCCC3)C2)c1 (stereo not drawn) was read as XIAP antagonists -4.7%, LYP inhibition -3%, Rac1 GTP hydrolysis 9%, Siah-1 displacement -7%, HIV fusion peptide 0.3%, SV40 large T antigen 11%, RSV antiviral HEp-2 13%, AID2073 2% and NS5 inhibitors -7%.
For COc1ccc(OC)c(S(=O)(=O)N2CCC(C(=O)NCc3ccc4c(c3)OCO4)CC2)c1 the results were LYP inhibition -7%, Rac1 GTP hydrolysis 2%, Siah-1 displacement 1%, HIV fusion peptide -0.7%, SV40 large T antigen 10%, RSV antiviral HEp-2 1.4%, AID2073 -2% and NS5 inhibitors 0%.
Nc1nc(SCC(=O)NCCO)nc2sc3c(c12)CCCC3 was read as XIAP antagonists -8.7%, LYP inhibition -4%, Rac1 GTP hydrolysis 2%, Siah-1 displacement 4%, HIV fusion peptide -1.3%, SV40 large T antigen 0%, RSV antiviral HEp-2 0.7%, AID2073 -1% and NS5 inhibitors -1%.
Screening CCCCS(=O)CC(COc1ccc(Cl)cc1)OC(=O)c1ccccc1 (stereo not drawn) returned XIAP antagonists -2.6%, LYP inhibition 2%, Rac1 GTP hydrolysis 5%, Siah-1 displacement 14%, HIV fusion peptide -1.8%, SV40 large T antigen -9%, RSV antiviral HEp-2 3.3%, AID2073 -4% and NS5 inhibitors -6%.
CC1CCN(CCNC(=O)C2CCN(S(=O)(=O)c3cccc4nsnc34)CC2)CC1 was read as LYP inhibition -4%, Rac1 GTP hydrolysis 0%, Siah-1 displacement -2%, HIV fusion peptide -0.7%, SV40 large T antigen 4%, RSV antiviral HEp-2 1.1%, AID2073 10% and NS5 inhibitors 0%.
Screening COc1ccc(C(=O)CCC(=O)N2CCN(c3cccc(Cl)c3)CC2)cc1 returned LYP inhibition -6%, Rac1 GTP hydrolysis 13%, Siah-1 displacement 0%, HIV fusion peptide 0.1%, RSV antiviral HEp-2 2.9%, AID2073 -2% and NS5 inhibitors -1%.
Screening Cc1sc2nc(COC(=O)C(NC(=O)c3ccc(Cl)cc3Cl)C(C)C)[nH]c(=O)c2c1C (stereo not drawn) returned XIAP antagonists -7.6%, LYP inhibition 3%, Rac1 GTP hydrolysis -10%, Siah-1 displacement 10%, HIV fusion peptide 11%, SV40 large T antigen 8%, RSV antiviral HEp-2 1.3%, AID2073 -5% and NS5 inhibitors -1%.
Screening OC(COc1ccc2ccccc2c1Br)Cn1ccnc1 (stereo not drawn) returned XIAP antagonists -2.7%, LYP inhibition -11%, Rac1 GTP hydrolysis 16%, Siah-1 displacement 3%, HIV fusion peptide -1.5%, SV40 large T antigen 11%, RSV antiviral HEp-2 3.1%, AID2073 6% and NS5 inhibitors -3%.
For C/C=C/c1ccc(OCCCCOc2c(OC)cccc2OC)c(OC)c1 the results were XIAP antagonists -8.3%, LYP inhibition -6%, Rac1 GTP hydrolysis 1%, Siah-1 displacement 4%, HIV fusion peptide -3.3%, SV40 large T antigen 12%, RSV antiviral HEp-2 0.3%, AID2073 -1% and NS5 inhibitors -2%.
`CCOC(=O)CC(=O)CSc1[nH]c(=O)cc(C)c1C#N` gave XIAP antagonists 0.9%, LYP inhibition -5%, Rac1 GTP hydrolysis 10%, Siah-1 displacement 2%, HIV fusion peptide 4.4%, SV40 large T antigen 14%, RSV antiviral HEp-2 1.3%, AID2073 -2% and NS5 inhibitors -3%.

Pulled by structure from above:
Nc1nc(SCC(=O)NCCO)nc2sc3c(c12)CCCC3 was read as XIAP antagonists -8.7%, LYP inhibition -4%, Rac1 GTP hydrolysis 2%, Siah-1 displacement 4%, HIV fusion peptide -1.3%, SV40 large T antigen 0%, RSV antiviral HEp-2 0.7%, AID2073 -1% and NS5 inhibitors -1%.
Screening COc1ccc(C(=O)CCC(=O)N2CCN(c3cccc(Cl)c3)CC2)cc1 returned LYP inhibition -6%, Rac1 GTP hydrolysis 13%, Siah-1 displacement 0%, HIV fusion peptide 0.1%, RSV antiviral HEp-2 2.9%, AID2073 -2% and NS5 inhibitors -1%.

Screening results: PubChem, several laboratories

No enrichment for hits (roughly 1.7% active in at least one column).
